# Screens (PubChem)
# MITF primary: human MITF inhibition, primary screen | 0.91% of 650,000 active | inhibition, % at 2.6 µM | AID 1259374 | AlphaScreen MITF homodimerization, bead proximity signal | O75030; in the data active = inhibition above about 50%;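 also: 0% = vehicle wells with protein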
# Target sequence (O75030 whole entry, looked up): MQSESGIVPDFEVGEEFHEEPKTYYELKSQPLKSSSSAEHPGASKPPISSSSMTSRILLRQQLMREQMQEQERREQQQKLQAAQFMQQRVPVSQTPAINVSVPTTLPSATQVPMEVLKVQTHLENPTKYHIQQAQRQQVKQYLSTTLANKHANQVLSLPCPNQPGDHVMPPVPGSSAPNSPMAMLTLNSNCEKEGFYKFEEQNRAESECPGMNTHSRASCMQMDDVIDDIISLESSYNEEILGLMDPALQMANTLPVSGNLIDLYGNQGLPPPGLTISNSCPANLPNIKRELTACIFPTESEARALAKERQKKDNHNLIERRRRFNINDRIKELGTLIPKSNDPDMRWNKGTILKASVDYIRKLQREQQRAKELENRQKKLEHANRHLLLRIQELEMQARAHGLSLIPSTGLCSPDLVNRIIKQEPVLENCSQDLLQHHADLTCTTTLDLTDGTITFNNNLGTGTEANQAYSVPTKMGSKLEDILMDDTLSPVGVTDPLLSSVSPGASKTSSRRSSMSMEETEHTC
# FBW7 activator: activators of human E3 ligase FBW7. Q969H0. normalized activity (activation), % at 26.1 µM. AID 1259310. AlphaScreen FBW7–phospho-cyclin E peptide binding, activator screen. 0.13% of 650,000 active; in the data active = normalized activity above about 1.9%;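 also: purified mutant Fbw7 with reduced substrate affinity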
# TEAD-YAP inh: TEAD-YAP interaction inhibition | HEK-TIYL cells, TEAD-Gal4/YAP UAS-luciferase luminescence | inhibition, % at 9.12 µM | 1.4% of 640,000 active; in the data active = inhibition above about 32%;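 also: 0% = median of test compound wells and 100% = reference inhibitor wells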
# GPR151 activ: activators of human GPR151. Q8TDV0. PathHunter beta-arrestin GPR151 cells, luminescence. activation, % at 11.2 µM. 1% of 650,000 active; in the data active = activation above about 4.9%;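 also: 0% = median of compound wells and 100% = cells with positive control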
# Target sequence (Q8TDV0 whole entry, looked up): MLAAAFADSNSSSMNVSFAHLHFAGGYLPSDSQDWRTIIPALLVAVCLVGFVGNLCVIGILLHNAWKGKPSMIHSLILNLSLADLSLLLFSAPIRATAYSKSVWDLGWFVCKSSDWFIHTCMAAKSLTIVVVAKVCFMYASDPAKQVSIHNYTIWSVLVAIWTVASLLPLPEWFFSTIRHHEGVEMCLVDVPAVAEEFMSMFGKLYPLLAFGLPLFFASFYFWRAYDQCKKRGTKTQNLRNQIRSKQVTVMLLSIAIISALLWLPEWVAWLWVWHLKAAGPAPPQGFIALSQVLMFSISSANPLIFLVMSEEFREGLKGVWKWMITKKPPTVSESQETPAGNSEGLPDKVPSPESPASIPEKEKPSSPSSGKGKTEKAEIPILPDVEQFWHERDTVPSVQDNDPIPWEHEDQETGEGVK
# * marks the source's active call; other numbers are inactive results; · = no result given; & = joins results of further samples.
Molecule	MITF primary	FBW7 activator	TEAD-YAP inh	GPR151 activ
CCN(CC)CCOC(=O)c1ccc(O)c(O)c1	-2	-0.2	-6	-0.9
CCOc1cc(C(=O)Nc2ccc(Cl)c(-c3nc4ccccc4[nH]3)c2)cc(OCC)c1OCC	-4	0.1	4	0.0
COc1ccc(CC(=O)Nc2cccc3c2C(=O)N(C)C3=O)cc1C	-4	-0.1	2	1.3
Brc1cccc(-c2nnc(SCc3nc4ccccc4[nH]3)n2-c2ccccc2)c1	13	0.4	6	0.5
O=C(CSc1ccc(-c2ccccc2)nn1)N1CCCCC1	6	-0.2	-7	-9.5
O=C(Cn1ncc2ccsc2c1=O)NCc1ccccc1Cl	0	0.1	-29	-0.8
O=c1[nH]ncn1-c1ccc(Oc2ncc(C(F)(F)F)cc2Cl)cc1	4	0.0	3	0.0
NC(=O)c1cc(N2C(=O)CCC2=O)ccc1N1CCOCC1	13	0.1	-8	-0.8
CC(C)n1c(-c2ccc(N3CCOCC3)nc2)nc2c(N)ncnc21	7	-0.2	12	-0.6
CCOC(=O)c1ccc(-n2c(CN3CCOCC3)nc3ccc([N+](=O)[O-])cc3c2=O)cc1	7	0.2	4	0.5
Cc1nnc(NC(=O)CSc2nccn2Cc2ccc3c(c2)OCO3)s1	-2	0.1	2	-0.9
Cc1cc(C)c2c(c1)-c1c(ssc1=S)C(C)(C)N2C(=O)CSc1nc2ccccc2o1	-7	-0.2	7	0.5

# Entries of single compounds from above. Order of values: MITF primary	FBW7 activator	TEAD-YAP inh	GPR151 activ
# Cc1nnc(NC(=O)CSc2nccn2Cc2ccc3c(c2)OCO3)s1 in the list: -2	0.1	2	-0.9
# Brc1cccc(-c2nnc(SCc3nc4ccccc4[nH]3)n2-c2ccccc2)c1 in the list: 13	0.4	6	0.5
# CCOC(=O)c1ccc(-n2c(CN3CCOCC3)nc3ccc([N+](=O)[O-])cc3c2=O)cc1 in the list: 7	0.2	4	0.5
# Cc1cc(C)c2c(c1)-c1c(ssc1=S)C(C)(C)N2C(=O)CSc1nc2ccccc2o1 in the list: -7	-0.2	7	0.5

# Continuation:
Molecule	MITF primary	FBW7 activator	TEAD-YAP inh	GPR151 activ
NCC1OC(=O)C(Oc2ccccc2)=C1Br (configuration not stated)	59*	-0.6	15	0.2
O=C1NC(=O)N(c2ccc(Br)cc2)C(=O)/C1=C/c1ccccc1[N+](=O)[O-]	14	0.0	-8	-0.7
CC(C)(C)n1ncc2c(=O)n(CC(=O)NC3CCCC3)cnc21	-5	0.2	-70	-1.1
Cn1nc(C(=O)Nc2cccc(Br)c2)cc1C(=O)Nc1cccc(Br)c1	13	0.2	-2	0.9
Cc1c(Cl)cccc1NC(=O)CN(CCc1ccccc1)S(=O)(=O)c1ccc(Br)cc1	-3	0.1	5	-0.4
CC(C)C[C@H](O)C(=O)N1CCC[C@H]1C(=O)Nc1ccc2[nH]ncc2c1	7	0.2	-4	3.4
COc1cc(C2C(C#N)=C(N)Oc3n[nH]c(C(F)(F)F)c32)ccc1OCC(N)=O (configuration not stated)	22	1.5	1	1.0
CCCC1NC(=S)N(c2ccccc2)N1 (configuration not stated)	17	0.0	0	0.8
COc1ccc(N2CCN(CCCNC(=O)Nc3cc(OC)ccc3OC)CC2)cc1	10	0.3	18	-0.2
O=C(/C=C/c1cccs1)NCC1CCC(c2nc3ccccc3[nH]2)CC1 (configuration not stated)	3	0.0	5	1.0
Cc1nc(C)c(C(=O)Nc2cccc(Br)c2)o1	4	1.1	-5	-0.6
O=C(NCc1ccccc1)C(=O)NC1CCCC1	10	-0.1	-27	1.1

# Laid out differently: entries from further up.
> CCCC1NC(=S)N(c2ccccc2)N1 (configuration not stated)
  MITF primary: 17; FBW7 activator: 0.0; TEAD-YAP inh: 0; GPR151 activ: 0.8
> O=C(NCc1ccccc1)C(=O)NC1CCCC1
  MITF primary: 10; FBW7 activator: -0.1; TEAD-YAP inh: -27; GPR151 activ: 1.1

# (list continues)
Molecule	MITF primary	FBW7 activator	TEAD-YAP inh	GPR151 activ
CCOC(=O)C1CCN(c2c(NC3CCCC(C)C3C)c(=O)c2=O)CC1 (configuration not stated)	0	-0.1	-3	-1.3
CC(C)Cn1c(N)c(C(=O)COC(=O)C2=NNC(=O)CC2)c(=O)n(C)c1=O	14	0.2	6	0.0
COC(=O)C1=CN(Cc2ccc(OC)c(OC)c2)C=C(C(=O)OC)C1c1cccc(Oc2ccccc2)c1	3	0.8	-17	-1.2
OCCNCCCOc1ccc2ccccc2c1Br	9	0.3	-35	-0.6
CCOC(c1ccccc1)c1ccc2c(c1)CN(C(=O)c1cn3ccccc3n1)CCO2 (configuration not stated)	19	0.7	11	1.0
O=C(CSc1nc(O)cc(=O)[nH]1)Nc1ccc([N+](=O)[O-])cc1	19	-0.2	9	-2.1
Cc1cccc(N=C2N=C(N)c3ccccc32)c1C	-3	0.1	9	0.2
COc1cccc(C(=O)NNC(=O)C(C)Oc2ccc(Cl)cc2Cl)c1 (configuration not stated)	-6	-0.1	-7	0.0
Cc1nc(CCNCc2c(C(=O)N(C)C)nc3ccc(Cl)cn23)nc2c1CCCC2	33	0.0	-6	-0.7
CCCNC(=O)Cn1ncn2nc(-c3ccc(OC)cc3)cc2c1=O	9	1.3	-14	-1.9
N#C/C(=C\c1ccccc1[N+](=O)[O-])c1nc(-c2cc3c(ccc4ccccc43)oc2=O)cs1	12	0.5	1	-1.5
CC(C)CNC(=O)NC(=O)COC(=O)Cn1cnc2ccccc2c1=O	-1	0.0	1	1.6
COC(=O)c1ccc(-c2cnc3ccc(NCc4cc(OC)c(OC)c(OC)c4)nn23)cc1	-12	-0.2	-17	0.4
Nc1nc(Nc2ccc(N3CCOCC3)cc2)cc(N2CCCC2CO)n1 (configuration not stated)	17	0.2	9	-0.2
CC1=C(C#N)C(c2ccc(Cl)cc2Cl)C2=C(CC(c3ccccc3)CC2=O)N1 (configuration not stated)	-7	-0.2	11	0.3
C=CCn1c(Cl)c(/C=N/NC(N)=O)s/c1=N\S(=O)(=O)c1cccs1	1	0.0	-23	0.8
CCOP(=O)(/C(=C(\NC(=O)c1ccccc1)C(=O)O)c1ccccc1)c1ccccc1 (configuration not stated)	5	-0.1	2	-0.1
CCCCC1SC(=Nc2ccccc2)N(S(=O)(=O)c2ccccc2)C1=O (configuration not stated)	-5	0.9	1	-1.4
CC(=O)N1CCOc2cc(S(=O)(=O)N3CCCCC3C)ccc21 (configuration not stated)	-1	-0.1	-7	0.0
O=C(CN1CCN(c2ccccc2)CC1)Nc1ccc(N2CCOCC2)cc1	6	0.0	11	0.1
CC(C)(C)c1cc(C(=O)N2CCCC2c2nc3ccccc3[nH]2)n[nH]1 (configuration not stated)	16	0.1	20	-1.4
O=C(O)CCC(=O)Nc1ccc2c(c1)Cc1ccccc1-2	5	-0.3	-16	-0.4
Cc1nn(Cc2ccc(F)cc2)c(C)c1NC(=O)CCCn1nc([N+](=O)[O-])cc1C	-3	-0.1	-2	-0.2
COc1nc(C)cc(N(C)c2ccccc2)n1	-19	0.1	-1	0.6
CCOc1ccc(Nc2nc(Cc3ccccc3)nc3sc4c(c23)CCCC4)cc1	3	-0.1	5	-0.1
CC(N=C1NS(=O)(=O)c2ccccc21)c1ccccc1 (configuration not stated)	4	-0.1	-1	-0.3
Cc1cc(N)n(-c2ccc(S(N)(=O)=O)cc2[N+](=O)[O-])n1	6	-0.1	-1	-0.2
CN1CCN(CCCN2c3ccccc3Sc3ccc(C(F)(F)F)cc32)CC1	0&-19&12&-2	0.0&-0.2&-0.2&-0.2	-7&3&9	-1.7&-0.7&-0.9&1.5
O=C1CCCC2=C1C(c1ccc(Br)cc1)C1=C(CCCC1=O)N2	-1	-0.1	1	-0.3
CCOc1ccccc1/C=N\NC(=O)Cn1cnc2ccccc21	9	0.0	5	-0.5
O=C(O)Cn1c(O)c(C2=c3cc(F)ccc3=NC2=O)sc1=S	7	0.0	7	4.2
N#Cc1c(NC(=O)c2nn3c(c2Br)NC(c2ccc(Br)s2)CC3C(F)(F)F)sc2c1CCCC2 (configuration not stated)	3	0.0	1	2.0
C/C(=N/NC(=O)c1cccs1)c1ccc(Br)cc1	9	0.0	-57	-2.1
CC(C)CN1CC23C=CC(O2)C(C(=O)OCc2ccccc2)C3C1=O (configuration not stated)	12	0.3	12	0.0
O=C1C[C@@H](O)[C@@H](O)[C@@H]2[C@@H]3C(=O)N(C4CCCCC4)C(=O)[C@@H]3CC[C@H]12	15	0.0	·	1.5
Cc1ccccc1-c1ccc(N2CCC(C(=O)N3CCc4ccccc4C3)CC2)nn1	2	-0.2	8	-1.6
CCN1/C(=C/c2cc(C)[n+](CCN3CCNCC3)c(C)c2)Sc2ccccc21	-9	-0.1	1	-0.3
COC(=O)c1ccc(S(=O)(=O)N2CCCCC2)o1	-7	-0.3	-9	1.0
CCOc1cccc(C2C(C(=O)OCCOC)=C(C)NC3=C2C(=O)CC(C)(C)C3)c1 (configuration not stated)	0	0.1	5	1.6
Fc1ccc(C2Oc3ccccc3C3CC(c4cccnc4)=NN32)cc1 (configuration not stated)	-8	0.1	-13	-0.2
O=S(=O)(NCC(c1ccco1)S(=O)(=O)c1cccs1)c1cccs1 (configuration not stated)	5	-0.2	-5	-0.7
CCOC(=O)c1ccc(NC(=O)CCc2ccc(CC)o2)cc1	7	0.3	6	-0.6
CN(C)/C=C1\C=C2C(=O)c3ccccc3N2C1=O	1	0.0	0	-0.6
COc1ccc(OC)c(NC(=O)c2cc(S(=O)(=O)N3CCOCC3)ccc2F)c1	9	-0.2	4	-0.7
Cc1ccc(C(=O)Nc2ccc(N3CCCCC3=O)cc2)cc1	16	0.5	-50	-5.7
Cc1ccccc1OCC(O)CNC(C)(C)CO (configuration not stated)	13	-0.1	7	-0.7
O=C(c1ccc(Br)o1)N1CCN(c2cc(N3CCOCC3)ncn2)CC1	3	0.0	-4	0.7
CN1CCN(C(=O)C2(NC(=O)Nc3ccccc3Cl)CCCCC2)CC1	10	-1.4	8	1.1
O=C(Nc1ccc([N+](=O)[O-])cc1O)c1ccc2c(c1)C(=O)N(Cc1ccccc1)C2=O	-21	-0.2	2	0.9
COc1ccc(-c2nnc3[nH]c(=O)n(C)c(=O)c3n2)cc1OC	-8	-0.1	-24	-1.9
NC(=O)c1ccc(-c2nc(NCc3cccc(C(F)(F)F)c3)c3ncn(C4CCCCC4)c3n2)cc1	-7	-0.2	8	-0.6
COc1ccc(N2C(=O)CS/C2=C(/C#N)C(=O)NCc2ccco2)cc1	20	0.1	4	-0.1
CC(C)(C)Nc1ccc2nonc2c1[N+](=O)[O-]	4	-0.1	1	-1.2
O=C(CCc1ccccc1)NC(c1ccc2c(c1)OCO2)c1ccc2cccnc2c1O (configuration not stated)	16	-0.6	83*	-0.6
O=C(CSC(=S)N1CCOCC1)c1cc(Br)cc(Br)c1O	-6	0.0	0	0.0
O=C(Nc1ccc2c(c1)CN(Cc1cccnc1)CC2)C1(c2ccccc2)CC1	-4	-0.1	10	1.0
CCCCC[C@H](O)/C=C/[C@H]1C(=O)C[C@H](O)[C@@H]1C/C=C\CCCC(=O)OC	6	·	·	2.3
COc1cc2c(C(=O)NC3CCCC(C)C3C)cn(C)c(=O)c2cc1OC (configuration not stated)	8	0.3	-13	1.1
Cc1nn(C)cc1CN1Cc2ccccc2OC(c2ccccc2)C1 (configuration not stated)	20	0.0	-14	-1.1
COCC(C)NC(=O)c1ccc(Cl)cc1[N+](=O)[O-] (configuration not stated)	6	0.0	7	0.8

# More compounds.
Molecule	MITF primary	FBW7 activator	TEAD-YAP inh	GPR151 activ
Cc1cc(N2CCOCC2)nc2ccc(NC(=O)c3ccccc3F)cc12	9	0.1	-10	0.4
CC1CCCN(C(=O)CSc2nc3ccccc3n2CC(=O)NC2CC2)C1 (configuration not stated)	5	-0.2	2	-0.9
CCC(NC(=O)Cn1nnnc1CN1CCCCCC1)c1ccc(F)cc1 (configuration not stated)	-4	-0.1	6	-2.0
O=c1[nH]c(=S)n(-c2ccc(F)cc2)c(O)c1C=NCc1ccc(F)cc1	-6	-0.1	9	-0.7
COc1ccc(S(=O)(=O)Nc2nc3ccc(S(C)(=O)=O)cc3s2)cc1	10	0.3	11	-0.7
CCN(CC)S(=O)(=O)c1ccc(N/N=C/c2ccccc2[N+](=O)[O-])c([N+](=O)[O-])c1	8	0.6	1	-2.1
CCOC(=O)CCC(=O)Nc1ccc(C)c(N2CCCCC2=O)c1	16	0.7	3	0.6
COc1ccccc1C1=NOC(C(=O)N2CCN(C(=O)c3ccco3)CC2)C1 (configuration not stated)	-10	-0.3	2	-0.1
Cc1ccc(S(=O)(=O)NCC(c2ccc(N(C)C)cc2)N2CCOCC2)s1 (configuration not stated)	0	-0.1	-3	-0.3
Cc1ccc(C(=O)N/C(=C\c2ccc(-c3ccc(Br)cc3)o2)C(=O)NC(C)(C)C)cc1	5	-0.1	-3	-0.3
NCC(O)(CS(=O)(=O)O)c1ccc(Cl)cc1 (configuration not stated)	5&3	0.2&-0.2	-4	1.4&-1.9
CC(C)(C)c1ccc(C(=O)Nc2cc(C(=O)NC3CCCCNC3=O)ccc2N2CC3CC(C2)c2cccc(=O)n2C3)cc1 (configuration not stated)	-6	0.1	-5	-0.5

# An unsorted share of the library; any-hit rate near 3.4%.
